# mlh1 rad18: NCI yeast anticancer drug screen, S. cerevisiae mlh1 rad18 strain | growth inhibition, % at 50 µM | 79,000 compounds, 11% hits | AID 175;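 also: 0% = growth of vehicle-only cultures of the same strain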
#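 Steps: expose repair-defective yeast to compound; measure growth; express inhibition against vehicle-treated controls.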
# mec2-1: NCI yeast anticancer drug screen, S. cerevisiae mec2-1 strain. 79,000 compounds, 9% hits. % growth inhibition at 50 µM. AID 157;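 also: 0% = growth of vehicle-only cultures of the same strain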
#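 Yeast mec2-1 mutant treated with compound. Readout: growth inhibition vs vehicle controls.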
# yeast rad50: NCI yeast anticancer drug screen, S. cerevisiae rad50 strain; 79,000 compounds, 10% hits; growth inhibition, % at 50 µM; AID 155;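 also: 0% = growth of vehicle-only cultures of the same strain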
#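 Cells are treated with compound, grown, and their growth is then scored against vehicle-only cultures of the same repair-deficient yeast strain.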
# cln2 rad14: NCI yeast anticancer drug screen, S. cerevisiae cln2 rad14 strain | % growth inhibition at 50 µM | 78,000 compounds, 8.3% hits;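 also: 0% = growth of vehicle-only cultures of the same strain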
#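 Relative to vehicle controls, growth inhibition of compound-treated cln2 rad14 yeast was recorded.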
# bub3: NCI yeast anticancer drug screen, S. cerevisiae bub3 mutant strain; % growth inhibition at 50 µM; 78,000 compounds, 9.9% hits; AID 167;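 also: 0% = growth of vehicle-only cultures of the same strain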
#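 Screening used yeast with an engineered genetic alteration affecting cell cycle control. Compound-exposed cultures were compared with vehicle cultures, and reduced growth was taken as inhibition.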
# sgs1 mgt1: NCI yeast anticancer drug screen, S. cerevisiae sgs1 mgt1 strain. growth inhibition, % at 50 µM. 78,000 compounds, 10% hits. AID 161;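 also: 0% = growth of vehicle-only cultures of the same strain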
#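 Genetically altered yeast, compound exposure, growth inhibition relative to vehicle.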
# Active calls of the source: *; & = joins results of further samples; ! = a repeat was not active. Rule as the data show it: active = growth inhibition above about 70%; inactive = the rest.
[1] Cc1nc(-n2nc(-c3ccccc3)cc2-c2ccccc2)sc1C(=O)/C=C/c1cccc([N+](=O)[O-])c1
[2] C[N+]([O-])(CCO)Cc1ccccc1 (stereo not given)
[3] COC(=O)C(CCc1ccccc1[N+](=O)[O-])C(=O)OC
[4] CC(=O)NC1C(OCc2ccccc2)OC(CO)C(O)C1OCc1ccccc1 (stereo not given)
[5] O=c1[nH]c(=O)n(COCc2ccccc2)c2ccc([N+](=O)[O-])cc12
[6] COc1ccc(/C(=N/NS(=O)(=O)c2ccc([N+](=O)[O-])cc2)C2COC(=O)C2)cc1OC (stereo not given)
[7] CC(=O)OC1COC(N2C(=O)C(=O)c3c(C)cc(Cl)nc32)C(OC(C)=O)C1OC(C)=O (stereo not given)
[8] COc1cccc(N2CCN(CC(O)COc3cc4c(c5c3CCCC5)CCCC4)CC2)c1 (stereo not given)
compound no. | 1 | 2 | 3 | 4 | 5 | 6 | 7 | 8
mlh1 rad18 | 21.4 | -14.3 | 34.1 | -11.8 | -16.4 | 2.2 | -8.3 | 54.0
mec2-1 | 33.5 | -17.8 | 10.8 | -18.2 | 5.0 | -9.0 | -15.7 | 48.6
yeast rad50 | 25.9 | -1.4 | 38.6 | 27.3 | 17.9 | 6.2 | -22.6 | 64.2
cln2 rad14 | 24.6 | 0.9 | -4.5 | -24.1 | 8.6 | -13.4 | -24.1 | 58.8
bub3 | 49.5 | 4.8 | 43.0 | -2.9 | 12.4 | 14.0 | -24.1 | 95.0*
sgs1 mgt1 | 37.0 | -6.1 | 11.7 | 15.6 | 21.8 | 3.2 | -22.4 | 62.5

# Looked up above.
# Result of entry 2 in sgs1 mgt1: -6.1
# Result of entry 4 in cln2 rad14: -24.1
# Result of entry 5 in yeast rad50: 17.9
# Result of entry 7 in bub3: -24.1
# Result of entry 3 in cln2 rad14: -4.5
# Result of entry 6 in mlh1 rad18: 2.2

# Continuation:
[9] C=C1C(=O)OC2/C=C(/C)C3(O)OC(C)(CC(OC(=O)C(C)C)C12)CC3OC(C)=O (stereo not given)
[10] CCN1CCCC(O)C1 (stereo not given)
[11] CCC(NN)C(=O)O (stereo not given)
[12] CCN(CC)CCCN(c1ccccc1)c1ccc2ccccc2n1
[13] C=CCn1c(=O)n(CC=C)c(=O)n(CC=C)c1=O
[14] O=S1CCCO1 (stereo not given)
[15] OC(Cc1cnc2ccccc2n1)C(Cl)(Cl)Cl (stereo not given)
[16] CCOC(=O)/C(C)=C\C=C(\C)CCC=C(C)C
compound no. | 9 | 10 | 11 | 12 | 13 | 14 | 15 | 16
mlh1 rad18 | 21.4 | 9.2 | -5.3 | 12.3 | -10.8 | 0.3 | 13.9 | 15.4
mec2-1 | 13.8 | -2.2 | -14.1 | 14.4 | 14.3 | -8.6 | 8.3 | -19.1
yeast rad50 | 4.5 | 14.5 | 5.5 | -0.2 | 7.4 | -7.5 | 10.0 | -8.8
cln2 rad14 | 9.3 | -9.1 | -26.0 | -31.6 | -26.6 | -41.2 | -30.8 | -28.3
bub3 | -17.9 | 20.1 | -9.5 | -3.1 | -10.3 | 11.0 | 4.8 | -15.2
sgs1 mgt1 | -19.2 | 15.3 | -33.6 | 15.8 | -5.3 | -13.8 | -3.4 | -2.5

[17] O=C1Cc2ccccc2CO1
[18] C=CCNC(=S)Nc1ccc(N(C)C(C)=O)cc1
[19] Cc1nc2cc(C(F)(F)F)ccc2[nH]c1=O
[20] CC(=O)Nc1ccc(C(F)(F)F)cc1
[21] CCC1CC(=O)NC1C(=O)O (stereo not given)
[22] CNc1ccc2c(c1)Cc1ccccc1-2
[23] CN(C)c1ccc(/C=C/c2ccnc3ccccc23)cc1N
[24] Nc1ncnc(Nc2ccc(S(=O)(=O)O)cc2)n1
compound no. | 17 | 18 | 19 | 20 | 21 | 22 | 23 | 24
mlh1 rad18 | 5.5 | 30.0 | 4.0 | 13.2 | -22.2 | 97.2* | 81.8*! | -27.2
mec2-1 | 9.3 | 19.6 | 17.1 | -7.8 | -9.9 | 91.8* | -2.5&32.1 | -32.6
yeast rad50 | 10.6 | 2.0 | 13.4 | -5.2 | -10.1 | 97.3* | -9.8&2.9 | -35.9
cln2 rad14 | 0.5 | -6.0 | 7.6 | -3.1 | -23.4 | 92.8* | -22.4&-28.1 | -1.2
bub3 | -6.9 | 30.5 | 30.9 | -7.7 | -10.7 | 77.2* | 81.6*! | -34.9
sgs1 mgt1 | 13.0 | 12.2 | 21.4 | -15.8 | -16.9 | 96.9* | 1.2&64.8 | -31.1

# Another view of 4 compounds above.
(22) CNc1ccc2c(c1)Cc1ccccc1-2
- mlh1 rad18: 97.2*
- mec2-1: 91.8*
- yeast rad50: 97.3*
- cln2 rad14: 92.8*
- bub3: 77.2*
- sgs1 mgt1: 96.9*

(23) CN(C)c1ccc(/C=C/c2ccnc3ccccc23)cc1N
- mlh1 rad18: 81.8*!
- mec2-1: -2.5&32.1
- yeast rad50: -9.8&2.9
- cln2 rad14: -22.4&-28.1
- bub3: 81.6*!
- sgs1 mgt1: 1.2&64.8

(19) Cc1nc2cc(C(F)(F)F)ccc2[nH]c1=O
- mlh1 rad18: 4.0
- mec2-1: 17.1
- yeast rad50: 13.4
- cln2 rad14: 7.6
- bub3: 30.9
- sgs1 mgt1: 21.4

(24) Nc1ncnc(Nc2ccc(S(=O)(=O)O)cc2)n1
- mlh1 rad18: -27.2
- mec2-1: -32.6
- yeast rad50: -35.9
- cln2 rad14: -1.2
- bub3: -34.9
- sgs1 mgt1: -31.1

# (further entries)
[25] COC(=O)C(Cc1ccc2c(c1)CCCC2)Cc1cc2c(cc1C(O)OC)CCC2 (stereo not given)
[26] CN(C)c1ccc(N=C2N=C(Nc3ccccc3)C(=Nc3ccccc3)S2)cc1
[27] O=C(O)CCc1coc2ccc(O)cc12
[28] Cc1cc2c(C(C)C)c(O)c(O)c(C=Nc3ccc(-c4ccccc4)cc3)c2c(O)c1-c1c(C)cc2c(C(C)C)c(O)c(O)c(C=Nc3ccc(-c4ccccc4)cc3)c2c1O
[29] c1ccc2c3c(ccc2c1)Cc1ccc2ccccc2c1O3
[30] CC(=O)O[C@H]1C(=O)[C@@]2(C)C(C(OC(=O)c3ccccc3)[C@]3(O)CC(OC(=O)C(OC(=O)CCC(=O)O)C(NC(=O)c4ccccc4)c4ccccc4)C(C)=C1C3(C)C)C1(OC(C)=O)COC1C[C@@H]2O (stereo not given in full)
[31] NC1(CCCCCCCCCCC(=O)O)CNCCNCCNCCNC1
[32] OCCN(CCO)CCCNc1ccnc2cc(Cl)ccc12
compound no. | 25 | 26 | 27 | 28 | 29 | 30 | 31 | 32
mlh1 rad18 | 0.8 | -1.4 | 14.2 | -7.4 | 11.1 | -0.1 | 3.5 | 5.2
mec2-1 | 1.6 | -6.0 | 10.1 | -10.4 | 4.2 | 23.9 | 7.5 | -2.0
yeast rad50 | 8.1 | -45.4 | -0.5 | -24.2 | 5.5 | 1.4 | 29.9 | -22.6
cln2 rad14 | 6.4 | 13.4 | -20.6 | -15.2 | -41.8 | 4.6 | 19.9 | -39.9
bub3 | -2.8 | -9.2 | -6.1 | -8.5 | -12.0 | -20.4 | 29.9 | -12.8
sgs1 mgt1 | -8.7 | -1.8 | 8.4 | -24.2 | -9.3 | 14.1 | 5.3 | -0.7

[33] Cc1ccc(S)c(S)c1
[34] CCCCCCCCCCCCCCCCCCOC(=O)C1CCCN1 (stereo not given)
[35] O=C(O)COc1ccc(Cl)cc1CCl
[36] COc1ccc(C(=O)c2ccc(OC)cc2)cc1
[37] O=C1c2ccccc2C(=O)N1CCCCCCCCCCN1C(=O)c2ccccc2C1=O
[38] CCc1cccc(CC)c1NC(=S)N/C=C(\C#N)C(=O)c1ccc2ccccc2c1
[39] Nc1ccc2nnnn2c1
[40] COC1CC(NC(=O)c2ccccc2)C(O)C(C)O1 (stereo not given)
compound no. | 33 | 34 | 35 | 36 | 37 | 38 | 39 | 40
mlh1 rad18 | 41.5 | 8.6 | 2.0 | -15.1 | -7.2 | 67.2 | 70.5* | 8.5
mec2-1 | 35.9 | 22.9 | -29.6 | -27.1 | -10.3 | 38.5 | 38.0 | 18.3
yeast rad50 | 63.4 | -10.0 | -6.2 | -15.1 | 33.0 | 44.8 | 24.5 | 8.7
cln2 rad14 | 77.7* | 3.1 | 13.3 | -17.6 | 2.8 | 6.8 | 31.2 | 10.6
bub3 | 64.6 | 12.4 | -8.4 | 1.6 | -3.8 | 59.1 | 5.8 | 0.8
sgs1 mgt1 | 39.3 | 12.8 | -10.4 | -3.1 | 17.3 | 61.4 | 46.8 | 11.6

[41] CC1CC2(CC(COc3ccccc3C(N)=O)OC2=O)C(=O)O1 (stereo not given)
[42] O=C(NCCCl)NC1CCCCCC1
[43] c1ccc(C(SN=C2CCCCC2)(c2ccccc2)c2ccccc2)cc1
[44] CC1(C)OC(=O)c2ccccc21
[45] CNC(=O)N(CC1CCCCC1)c1nc2c(=O)n(C)c(=O)n(C)c2s1
[46] CN(C)CC1(C)CC/C(=C\c2ccc3c(c2)OCO3)C1=O (stereo not given)
[47] C#CC(O)C1OC(C)(C)OC1C1COC(C)(C)O1 (stereo not given)
[48] CC(C)C1CC[N-]CC1.CC(C)C1CC[N-]CC1.[Cl][Pt+2][Cl]
compound no. | 41 | 42 | 43 | 44 | 45 | 46 | 47 | 48
mlh1 rad18 | 7.2 | 2.0 | -13.1 | 2.2 | 13.4 | 56.0 | -5.7 | 75.4*
mec2-1 | -1.2 | -3.6 | -2.6 | 3.0 | 5.9 | 30.4 | 6.5 | 48.0
yeast rad50 | 0.1 | -10.8 | -4.3 | 30.1 | 7.7 | 58.4 | 4.2 | 82.6*
cln2 rad14 | 18.1 | -9.3 | 10.9 | -14.8 | 3.3 | 51.9 | -4.4 | 18.9
bub3 | 7.2 | -3.0 | -1.2 | 1.4 | -10.3 | 29.9 | -3.6 | 36.6
sgs1 mgt1 | -1.4 | -16.0 | -25.6 | -5.0 | 7.7 | 45.0 | 13.2 | 86.3*

[49] CCOC(=O)C(NC(=O)c1ccccc1)(Nc1ccc(S(=O)(=O)Nc2ncccn2)cc1)C(F)(F)F (stereo not given)
[50] Cn1cc(CCC(=O)C2C=CC=CC2=NC(=O)CCCl)c2ccccc21 (stereo not given)
[51] c1ccc2c(c1)c1ncccc1c1nccnc21
[52] O=C1c2cccc3cc([N+](=O)[O-])cc(c23)C(=O)N1C(CO)(CO)CO
[53] CCc1cccc(C(C)C)c1NC(=O)C(=O)C(c1ccccc1)S(=O)(=O)Cc1ccccc1 (stereo not given)
[54] c1ccc2c(CN3CCCCC3)cccc2c1
[55] C/C(=C\C(=O)c1ccccc1)c1ccccc1
[56] C[C@]12CC[C@@H]3c4cc(OCC(F)(F)F)c(O)cc4CC[C@H]3[C@@H]1CC[C@@H]2O
compound no. | 49 | 50 | 51 | 52 | 53 | 54 | 55 | 56
mlh1 rad18 | 16.9 | -17.1 | 33.9 | -4.5 | -4.2 | -13.9 | 57.0 | 98.6*
mec2-1 | -17.4 | 12.8 | 14.7 | 12.6 | -13.6 | -19.1 | -5.8 | 98.5*
yeast rad50 | 1.1 | -3.6 | 76.8* | 29.9 | -0.9 | -6.1 | 17.3 | 98.6*
cln2 rad14 | -4.5 | 14.3 | -40.5 | 27.5 | 5.2 | 5.5 | -16.6 | 98.2*
bub3 | -12.7 | 8.9 | -0.3 | 16.0 | -0.7 | -15.2 | 12.2 | 98.8*
sgs1 mgt1 | -16.8 | -4.0 | 0.0 | 30.1 | -6.6 | -4.0 | -20.9 | 98.8*

[57] c1ccc(COc2ccc(OCc3ccccc3)cc2)cc1
[58] COc1cc(C)cc2c(-c3c(OC(C)=O)cc(OC(C)=O)c4c3C[C@H](C)N(C(C)=O)[C@H]4C)cc(-c3cc(-c4c(OC(C)=O)cc(OC(C)=O)c5c4C[C@H](C)N(C(C)=O)[C@H]5C)c4cc(C)cc(OC)c4c3O)c(O)c12
[59] Fc1ccc2nncc(SCc3ccc(Cl)cc3)c2c1
[60] COc1ccc(-c2c3ccc(=O)c(OC)cc3cn2C)cc1OC
compound no. | 57 | 58 | 59 | 60
mlh1 rad18 | 3.0 | 16.4 | -0.7 | 15.3
mec2-1 | 3.8 | 31.5 | 2.2 | 8.7
yeast rad50 | -1.5 | 41.0 | -4.1 | 5.0
cln2 rad14 | -31.6 | 7.7 | -22.4 | -22.7
bub3 | -10.2 | -44.0 | 4.8 | 6.6
sgs1 mgt1 | 13.1 | 34.5 | 4.0 | 4.4

# From PubChem
